# HIV peptide binding: inhibitors of HIV fusion peptide binding, primary screen, biochemical, uHTS, fluorescence dequenching (AID 1986). actives 0.3% (n = 290,000). cell-free peptide binding, fluorescence dequenching, 30 min; higher % means a stronger effect. inhibition, % at 20 µM; hits with a dose series show IC50 in µM; in the data active means inhibition mostly above about 52%, no sharp cut-off; inactive means mostly below about 76%; further: some results filed as inactive read as strong as hits
# NOD1 NF-kB reporter: NOD1 signaling inhibitors, primary screen, cell-based, luminescence, uHTS (AID 1578) | NOD1-driven NF-kB luciferase reporter cells, luminescence; higher % means a stronger effect | one-dose inhibition, % at 4 µM; EC50 in µM for titrated hits | actives 1% (n = 290,000); in the data active means inhibition mostly above about 36%, no sharp cut-off; inactive means mostly below about 34%;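 further: HEK-293T reporter cells stimulated with the NOD1 agonist gamma-tri-DAP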
# GPR55 antagonists: inhibition of LPI-stimulated GPR55 beta-arrestin translocation – imaging, U2OS, beta-arrestin-GFP, LPI agonist, primary screen (AID 2013); one-dose inhibition, % at 10 µM; IC50 in µM for titrated hits; actives 0.13% (n = 290,000); U2OS GPR55 beta-arrestin-GFP translocation imaging, LPI antagonism; higher % means a stronger effect;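 active means spots per cell inhibited over 60%, with over 100 cells counted and total cytoplasm intensity under 500,000; inconclusive means wells with under 100 cells, flagged as likely toxic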;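 further: U2OS cells stably carrying GPR55 and arrestin-GFP stimulated by 5 µM LPI near EC80; imaged beta-arrestin-GFP aggregate spots per cell after agonist stimulation; plate controls were LPI-stimulated DMSO wells for no effect and DMSO wells without LPI for full effect; some results filed as inactive read as strong as hits; confirmed hits need IC50 under 10 µM and bright autofluorescent wells are also inconclusive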
# NOD2 inhibition: NOD2 signaling inhibitors, cell-based, luminescence, uHTS, HEK293 (AID 1566); HEK293 NOD2/NF-kB luciferase reporter, luminescence; higher % means a stronger effect; one-dose inhibition, % at 4 µM; EC50 in µM for titrated hits; actives 0.63% (n = 290,000); further: many of its hits are not listed in these tables
# GPR35 arrestin U2OS: GPR35 antagonists blocking zaprinast-driven arrestin recruitment, primary screen, imaging, U2OS, beta-arrestin-GFP, zaprinast agonist (AID 2058); actives 0.052% (n = 290,000); inhibition, % at 10 µM, or IC50 in µM where a hit was titrated; U2OS GPR35 beta-arrestin-GFP translocation imaging, zaprinast antagonism; higher % means a stronger effect;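 active means inhibition of at least 50% with at least 30 cells and total cytoplasm GFP at most 10,000,000; inconclusive means under 30 cells or total GFP of 10,000,000 plus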
# KOR beta-arrestin-1: kappa opioid receptor activators – cell-based, luminescence, uHTS, primary screen (AID 1777) | KOR beta-arrestin recruitment, luminescence; higher % means a stronger effect | actives 0.02% (n = 280,000) | one-dose activation, % at 10 µM; EC50 in µM for titrated hits; in the data active means activation above about 50%, passing the limit was not always enough; further: a part of the inactive calls stands beside numbers as strong as those of hits
# GPR55 beta-arrestin: GPR55 agonists via beta-arrestin recruitment, primary screen, imaging, U2OS cells, beta-arrestin-GFP redistribution (AID 1961). U2OS GPR55 beta-arrestin-GFP redistribution imaging; higher % means a stronger effect. activation, % at 10 µM; hits with a dose series show EC50 in µM. actives 0.048% (n = 290,000);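 active means activation above 40% with more than 50 cells counted in the well; inconclusive means wells holding fewer than 50 cells, flagged as toxic or sparse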;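 further: U2OS osteosarcoma cells stably expressing GPR55 and beta-arrestin-GFP; plate controls were DMSO negative control for no effect and LPI positive control for full effect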
# KOR beta-arrestin-2: kappa opioid receptor blockers – cell-based, luminescence, uHTS (AID 1778); KOR beta-arrestin recruitment, luminescence, antagonist mode; higher % means a stronger effect; inhibition, % at 10 µM; hits with a dose series show IC50 in µM; actives 0.091% (n = 290,000); further: strong numbers were not always called active
# Myeloid diff 2: promotes myeloid progenitor differentiation. actives 1% (n = 360,000). AID 624256. calls only at 10 µM. ER-HoxA9 myeloid progenitors, lysozyme-GFP differentiation, flow cytometry;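 active means normalized GFP-positive differentiation at or above the plate's own cutoff, the solvent-only control mean plus 3 SD; inconclusive means no clear call, values can overlap the other calls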;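 further: cells exposed to compound for four days before flow analysis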
# Myeloid diff 2 GFP+ MAC1+ %: further read-out of Myeloid diff 2, marked with its call; GFP+ MAC1+ double positive, %; measured here: differentiation confirmed by MAC1 staining
# An asterisk follows results filed as active; i = inactive; ? = inconclusive; · = no result given; [ ] = dose if it differs, or a comment. Unless noted, no stated cut-off is given here; in the data, active means inhibition above about 50%; inactive means the rest. This is a subset (hit frequency here may not be typical).
SMILES,HIV peptide binding,NOD1 NF-kB reporter,GPR55 antagonists,NOD2 inhibition,GPR35 arrestin U2OS,KOR beta-arrestin-1,GPR55 beta-arrestin,KOR beta-arrestin-2,Myeloid diff 2,Myeloid diff 2 GFP+ MAC1+ %
O=C(NCc1ccc2c(c1)OCO2)c1ccc(CS(=O)Cc2cccc(Cl)c2)o1 (stereo unspecified),-1.9%,-23%,5%,-2%,-2%,-3.5%,0.4%,-20%,i,2.3
CC(NC(=S)Nc1ccc(OC(F)F)c(Cl)c1)C(C)(C)C (stereo unspecified),0.8%,-15%,11%,-7%,13%,-0.1%,0.1%,-12%,i,0.7
O=C(NNC(=S)NCc1ccco1)c1ccc(Cl)s1,0.9%,13%,14%,13%,0%,-2.2%,0.2%,28%,i,1.8
O=C(CCCc1ccccc1)Nc1ccc(S(=O)(=O)N2CCOCC2)cc1,0.8%,-1%,-2%,16%,-4%,3.9%,-0.1%,14%,i,0.4
Cc1c(Nc2cc(N3CCCCCC3)c3nonc3c2[N+](=O)[O-])c(=O)n(-c2ccccc2)n1C,2.5%,-33%,68%,11%,-5%,-3.9%,0.4%,-7%,i,0.4
Cc1cccc(C)c1N1CCN(C(=O)Cn2cncn2)CC1,-1.1%,-30%,1%,2%,0%,-5.1%,-0.3%,23%,i,0.2
C=CCn1c(-c2ccncc2)n[nH]c1=S,-0.1%,-24%,-4%,0%,5%,4.9%,0.2%,-27%[20 µM],i,0.2
C=CCn1nnnc1SCC(=O)Nc1ccccc1C(=O)OC,0.4%,-5%,4%,9%,3%,-4.3%,-0.2%,-20%,i,6.6
O=[N+]([O-])c1ccc(CN2CCSCC2)cc1,-0.4%,-40%,24%,12%,-3%,-0.1%,-0.5%,-13%,i,0.4
Cc1cc(OCC(=O)NCc2ccncc2)c2c(C)cc(=O)oc2c1,-0.7%,9%,-13%,5%,-4%,-2.8%,0.1%,-37%,i,1.1
O=C(Nc1ccc(Br)cc1)C1CC(O)CN1C(=O)OCc1ccccc1 (stereo unspecified),-1.1%,-14%,3%,3%,-2%,-3.1%,-0.1%,4%,·,·
C(=N\Nc1nc(-c2ccccc2)cs1)/c1cccs1,-1.2%,-19%,-11%,-120%,5%,-4.4%,-0.4%,-9%,i,0.3
CCN(CC)S(=O)(=O)c1ccc(/C(O)=C2/C(=O)C(=O)N(CCOC)C2c2ccccc2)cc1 (stereo unspecified),0.9%,·,-4%,9%,-13%,0.5%,-0.1%,0%,i,0.7
O=C(CCC(=O)Nc1cccc(C(F)(F)F)c1)NCC1CCCO1 (stereo unspecified),0.3%,8%,6%,5%,11%,-1.8%,-0.1%,-33%[20 µM],i,0.2
CCCCNCc1cc(Br)c(OCC(=O)N2CCOCC2)c(OC)c1,-3.1%,-7%,-9%,4%,-6%,4.8%,-0.1%,2%,i,5.7
CC(C)c1ccccc1NC(=S)NC1CCN(Cc2ccccc2)CC1,-1.4%,-36%,10%,-30%,11%,-1.1%,-0.1%,30%,i,1.3
O=C(CC1C(=O)OCN1C(=O)OCc1ccccc1)OCC(=O)c1ccccc1 (stereo unspecified),0.9%,-6%,8%,-11%,7%,-3.8%,-0.2%,19%,i,1.0
CCOC(=O)C1CCN(S(=O)(=O)c2ccc(C(C)=O)cc2)CC1,-1.5%,-16%,15%,5%,-11%,-0.1%,-0.5%,-7%,i,0.5
CC(C)=CCN1CCN(Cc2cccc3c2OCO3)CC1CCO (stereo unspecified),0.3%,-5%,17%,12%,-8%,-3.4%,0.2%,-13%,i,0.4
CC1CCN(C(=O)CCc2nc3cc(S(=O)(=O)N(C)C)ccc3n2C)CC1,-2.1%,10%,-1%,3%,12%,-0.7%,-0.1%,2%,i,0.0
CC1CCC(N2CCN(c3ncccn3)CC2)C1 (stereo unspecified),-0.4%,-11%,5%,-8%,-1%,2.1%,-0.2%,-7%,i,0.6
O=C(NCCC(=O)N1CCCC1)c1ccccc1Cl,0.7%,-34%,1%,-1%,1%,2.7%,0.3%,-8%,i,1.0
CCc1ccccc1NC(=O)c1ccc(S(=O)(=O)NCC2CCCO2)cc1 (stereo unspecified),1.3%,-22%,14%,-5%,5%,-1.4%,-0.1%,-28%,?,·
Cc1c[nH]c2cccc(OCC(O)CNC(C)(C)C)c12 (stereo unspecified),-2.3%,12%,7%,4%,-11%,3.0%,0.4%,-41%,i,4.5
CCOc1ccccc1N1CCN(C(=O)CCCc2nc3ccccc3s2)CC1,2.5%,-12%,14%,-1%,-24%,-4.8%,-0.1%,20%,i,0.6
COc1cc(/C=C(\C#N)C(=O)Nc2ccccc2)ccc1OCCN1CCOCC1,1.3%,-29%,14%,-4%,6%,3.5%,-0.1%,-11%,i,4.7
CCn1nc(-c2ccccc2)c2nc3ccccc3nc21,4.4%,-19%,-15%,9%,12%,0.5%,4.9%,41%,i,0.0
COc1ccc(C(=O)NNC(=O)C(=O)NC2CCCCC2)cc1,3.8%,-46%,-16%,0%,-12%,-0.5%,-0.2%,31%,i,0.2
CCC1CCCCN1CCCNC(=O)c1ccc(CS(=O)(=O)Cc2ccc(Cl)cc2)o1 (stereo unspecified),-0.2%,-21%,7%,19%,-10%,-4.9%,0.3%,46%,i,0.4
Oc1cccc2ccc(N3CCOCC3)nc12,1.7%,3%,-3%,-1%,-1%,-2.3%,0.0%,-16%,i,0.2
Nc1cc(Cl)nc(N/N=C/c2c(O)ccc3ccccc23)n1,-2.3%,-34%,9%,-37%,10%,1.1%,1.2%,27%,i,0.3
S=C(c1ccc(N2CCCC2)c(Br)c1)N1CCCCC1,-1.3%,-22%,-2%,-34%,-1%,0.8%,-0.1%,-33%[20 µM],i,0.4
O=C(CN1CCOCC1)c1c[nH]c2ccccc12,-1.1%,5%,-8%,9%,9%,-1.0%,-0.1%,5%,i,0.8
O=C(/C=C/c1ccco1)Nc1ccc(Cl)c(S(=O)(=O)N2CCOCC2)c1,1.7%,-4%,4%,29%,-6%,0.6%,-0.2%,20%,i,0.5
Cc1cc(OC(=O)c2ccc(Cl)cc2Cl)c([N+](=O)[O-])c(=O)[nH]1,1.9%,-30%,4%,3%,-10%,-1.0%,-0.1%,3%[20 µM],i,2.7
CC(Sc1nnc(Cc2ccc3c(c2)OCO3)o1)C(N)=O (stereo unspecified),-0.6%,-32%,4%,10%,-9%,-6.6%,-0.1%,-24%[20 µM],i,1.1
C=CCSc1nc2sc3c(c2c(=O)[nH]1)CCC3,-0.7%,-17%,5%,13%,20%,-4.4%,-0.1%,-99%[20 µM],i,0.3
O=C(NCc1ccco1)C1c2ccccc2Oc2ccccc21,11%,0%,-6%,1%,8%,0.4%,0.3%,-10%,i,1.4
COc1cc2cccc(OC)c(=O)c2c(O)c1OC,1.4%,-20%,-2%,0%,11%,2.4%,-0.2%,4%,i,0.5
O=C1CCCC2=C1C(c1cccs1)Nc1ccc3ncccc3c12 (stereo unspecified),0.5%,7%,-12%,8%,25%,-0.5%,0.0%,20%,i,0.4

# Copied from the list.
# `CC(C)=CCN1CCN(Cc2cccc3c2OCO3)CC1CCO` (stereo unspecified) | GPR35 arrestin U2OS: -8%
# `CCOc1ccccc1N1CCN(C(=O)CCCc2nc3ccccc3s2)CC1` | NOD1 NF-kB reporter: -12%

# Next part.
SMILES,HIV peptide binding,NOD1 NF-kB reporter,GPR55 antagonists,NOD2 inhibition,GPR35 arrestin U2OS,KOR beta-arrestin-1,GPR55 beta-arrestin,KOR beta-arrestin-2,Myeloid diff 2,Myeloid diff 2 GFP+ MAC1+ %
O=c1c2ccccc2nc(SCc2ccccc2Cl)n1Cc1ccccc1,1.1%,2%,6%,8%,-10%,0.6%,0.3%,-30%,i,0.9
O=C(Nc1ccc2c(c1)CCC2)Nc1ccccc1Cl,1.3%,-79%,4%,-164%,-19%,-2.3%,0.2%,-20%,i,0.9
O=C(NN1CCOCC1)c1ccc(S(=O)(=O)N2CCCCC2)cc1,-0.5%,-18%,3%,4%,-4%,-3.3%,-0.4%,0%,i,0.1
CCSC1=C(C#N)C(c2ccc(C)o2)CC(=O)N1 (stereo unspecified),0.1%,2%,3%,11%,-5%,6.4%,-0.1%,-20%,i,0.6
Cc1cccc(OCC(O)CN2C(C)(C)CC(O)CC2(C)C)c1C (stereo unspecified),-2.1%,-9%,11%,-11%,15%,-4.4%,-0.1%,-58%,i,0.6
CCn1c(-c2cc(-c3cc(OC)ccc3OC)nc3ccccc23)n[nH]c1=S,5.6%,-12%,6%,8%,-9%,2.6%,0.2%,7%,i,1.5
COc1ccc(N2CCN(C3CCCN(Cc4cccc(C)c4)C3)CC2)cc1 (stereo unspecified),1.9%,2%,15%,-8%,7%,-1.6%,0.3%,-6%,i,1.6
Cc1nc(NCC2CCCO2)c2nnn(Cc3c(F)cccc3Cl)c2n1 (stereo unspecified),-0.1%,-19%,3%,11%,-9%,-4.3%,-0.1%,13%[20 µM],i,0.2
C#CCSc1nnc(CNS(=O)(=O)c2ccc(Br)cc2)n1C,-0.4%,-32%,16%,0%,-1%,-5.9%,0.3%,3%,i,0.2
Cc1ccccc1C(=O)Nc1ccnn1C1CCN(C(=O)c2cnsn2)CC1,-0.2%,-14%,-1%,0%,-14%,-0.9%,-0.3%,-35%,i,1.5
CC(NC(=O)C1CCC(=O)N1Cc1ccc(F)cc1)c1ccc2c(c1)OCCO2 (stereo unspecified),2.6%,6%,6%,5%,24%,-9.8%,-0.1%,-9%,i,4.5
CC1CC(C)CN(CCC(=O)Nc2cccc(Cl)c2)C1 (stereo unspecified),-2.0%,-31%,16%,0%,-1%,2.8%,-0.1%,-6%,i,1.3
Cc1ccc(-c2onc3ccc(Br)cc23)cc1,0.5%,-1%,2%,16%,0%,-7.1%,-0.3%,12%,·,·
COc1ccc(-n2c(Cc3cccn3C)nnc2SCC(=O)Nc2nccs2)cc1,2.0%,-2%,12%,6%,11%,-1.1%,-0.1%,-40%,i,0.8
CCOC(=O)c1[nH]c(C)c(C(=O)O)c1C,4.0%,-1%,-7%,9%,7%,3.9%,0.3%,-32%,·,·
CC(C)C[C@H](NC(=O)OC(C)(C)C)C(=O)N1CCC(C(=O)O)CC1,1.7%,4%,9%,11%,1%,1.5%,-0.1%,-6%,i,0.6
O=C(N/C(=C/c1cccc([N+](=O)[O-])c1)C(=O)N1CCCC1)c1ccccc1,-1.1%,-9%,-5%,-10%,12%,2.9%,·,-11%,i,0.2
O=C(c1ccc2c(c1)OCCO2)N1CCCC(CNS(=O)(=O)c2cccs2)C1 (stereo unspecified),0.2%,22%,10%,10%,10%,3.2%,0.1%,-4%,i,0.9
